# Assay outcomes deposited in PubChem by National Center for Advancing Translational Sciences (NCATS).
# DRD3 antagonist = qHTS of D3 Dopamine Receptor Antagonist: qHTS. max response, negative = inhibition, %. D3R cells, DiscoveRx beta-arrestin luminescence, antagonist mode; hits give low values. D(3) dopamine receptor (Homo sapiens), P35462. 360,000 compounds, 2.5% hits; in the data active means max response below about -50%; inconclusive means no clear call, values can overlap the other calls; further: on the % scale 0 is the no-effect control and ±100 the full control effect; mostly tested at two doses, the higher about 12 µM
# Target sequence (P35462 whole entry, looked up): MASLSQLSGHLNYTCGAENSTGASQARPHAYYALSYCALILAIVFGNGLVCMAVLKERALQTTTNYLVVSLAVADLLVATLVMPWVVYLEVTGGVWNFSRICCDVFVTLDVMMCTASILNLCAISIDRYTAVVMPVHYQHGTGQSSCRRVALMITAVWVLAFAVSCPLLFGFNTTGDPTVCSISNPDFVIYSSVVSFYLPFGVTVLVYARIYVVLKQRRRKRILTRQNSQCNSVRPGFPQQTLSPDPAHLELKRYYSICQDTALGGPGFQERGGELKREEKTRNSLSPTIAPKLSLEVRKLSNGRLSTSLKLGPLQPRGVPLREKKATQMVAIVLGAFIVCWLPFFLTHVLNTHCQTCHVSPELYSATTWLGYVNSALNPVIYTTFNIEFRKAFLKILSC
#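 Cells plated overnight at 1500 cells/well, then exposed to library compounds with dopamine controls for 90 minutes at 37 degrees C. DiscoveRx reagent added for 30–60 minutes at room temperature; luminescence read, quantitative HTS format.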
# DRD3 agonist = qHTS of D3 Dopamine Receptor Agonist: qHTS | D(3) dopamine receptor (Homo sapiens), P35462 | D3R DiscoveRx beta-arrestin cells, luminescence, 90 min | max activation, % | 410,000 compounds, 0.58% hits | AID 652048, 2013; in the data active means max activation above about 30%; further: 0% is about no effect; mostly tested at two doses, the higher about 12 µM
#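 Agonist-mode cell screen: cells plated at 1500/well and incubated overnight at 37 °C, then exposed to library compounds for 90 min at 37 °C. Detection reagent was added for 30–60 min at room temperature, and luminescence was read.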
# PTHR1 ag = qHTS for PTHR1 Agonists: Primary Screen; Parathyroid hormone/parathyroid hormone-related peptide receptor (Homo sapiens), Q03431; HEK293 GP2 PTHR1 cells, GloSensor cAMP luminescence, 1 h; Potency, µM (doses to about 115 µM), for inactives: at the top dose activation, hits mostly activators; 410,000 compounds, 0.075% hits; AID 743266, 2014; further: potency means the concentration at half of the fitted maximal effect; nearly all actives have a fitted effect of over 55% in size; some results filed as inactive show a strong effect at the top dose; inactives centre near -15; many of its hits are not listed in these tables
# Target sequence (Q03431 whole entry, looked up): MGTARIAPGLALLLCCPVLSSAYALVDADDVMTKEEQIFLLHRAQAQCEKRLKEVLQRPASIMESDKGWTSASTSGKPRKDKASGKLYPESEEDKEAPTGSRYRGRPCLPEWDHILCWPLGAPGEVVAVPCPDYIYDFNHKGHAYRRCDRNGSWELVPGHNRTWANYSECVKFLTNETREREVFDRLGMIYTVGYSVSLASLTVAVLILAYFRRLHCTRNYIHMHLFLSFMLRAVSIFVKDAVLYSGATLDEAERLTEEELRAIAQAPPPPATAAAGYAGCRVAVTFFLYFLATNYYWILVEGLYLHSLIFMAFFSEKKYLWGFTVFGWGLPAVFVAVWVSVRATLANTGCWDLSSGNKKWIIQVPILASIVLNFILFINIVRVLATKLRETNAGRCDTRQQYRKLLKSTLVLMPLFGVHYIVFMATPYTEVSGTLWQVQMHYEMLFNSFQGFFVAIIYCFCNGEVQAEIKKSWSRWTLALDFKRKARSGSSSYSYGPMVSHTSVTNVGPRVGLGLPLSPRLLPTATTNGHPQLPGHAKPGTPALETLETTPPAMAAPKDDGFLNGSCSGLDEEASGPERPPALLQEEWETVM
#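 HEK-293-derived GP2 cells expressing PTHR1 and a GloSensor cAMP reporter, 3,000/well, plated overnight, given luciferin plus IBMX (each 0.5 mM as added) for 1 h at 37 °C, then compound for 1 h at 37 °C. Luminescence was read after 15 min at room temperature.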
# CCT chaperon mod = High-Throughput Screening for Modulators of Cytosolic Chaperonin Activity; 360,000 compounds, 0.3% hits; activity change, % (test concentration not listed), hits read low; purified chaperonin ATPase assay, HTRF ADP detection, 30 min; in the data active means activity change below about -30%; further: on the % scale 0 is the no-effect control and ±100 the full control effect
#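 Enzyme 40 or 20 nM (batch-dependent) in Tris pH 7.4/KCl/MgCl2/DTT; cpd 76 uM single point; ATP 10 uM; 30 min 37 °C; Transcreener ADP HTRF detection, 30 min RT; ratio 665/615.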
# MmCpn inh = Inhibitors of TCP-1 ring complex (TRiC) of Methanococcus maripaludis (MmCpn): qHTS | purified Mm-Cpn ATPase, ADP Transcreener TR-FRET | Potency, µM (series often up to 76.9 µM), for inactives: at the highest dose activity, negative = inhibition, usual class: inhibitors | 330,000 compounds, 0.031% hits | AID 504842, 2011; further: potency means the concentration at half of the fitted maximal effect; on the % scale 0 is the no-effect control and ±100 the full control effect; nearly all actives have a fitted effect of over 80% in size
#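 ATPase read-out: TR-FRET ADP immunoassay (anti-ADP Eu cryptate vs ADP-d2), ex 320 nm, em 590/665 nm; signal drops as ADP forms. Enzyme 25 nM, ATP 10 uM, 30 min at 37°C after 10 min compound preincubation.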
# EPAC2 ag = qHTS for Agonist of cAMP-regulated guanine nucleotide exchange factor 4 (EPAC2): primary screen | 360,000 compounds, 0.079% hits | EPAC2 activation, biochemical qHTS; response scale: 100% = 6.5 mM cAMP response | Potency, µM (top dose mostly 154 µM), without a hit: top-dose activation, actives largely listed as activators | Rap guanine nucleotide exchange factor 4 (Homo sapiens), Q8WZA2; further: potency means the concentration at half of the fitted maximal effect; nearly all actives have a fitted effect of over 50% in size
#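 Nucleotide exchange monitored as fluorescence drop when BODIPY-GDP leaves Rap1B. Reaction: 100 nM EPAC2, 250 nM RAP1B-BODIPY-GDP, 50 uM GDP, room temperature, kinetic read over 30 min. Activity expressed relative to 6.5 mM cAMP.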
# pAkt inh = HTS Assay for Inhibitors of Akt Phophorylation: Primary Screen | 360,000 compounds, 0.32% hits | Neuro2A IGF-stimulated pAkt S473 HTRF, 20 min; hits give low values | activity change, % for hits at 50 µM | AID 651550, 2012; in the data active means activity change below about -80%; inconclusive means mostly about -51% to -80%; further: on the % scale 0 is the no-effect control and ±100 the full control effect
#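 Neuro2A cells (4,500/well, DMEM with 0.5% FBS) were treated with compound at a single 50 µM final concentration, stimulated with 6 nM IGF for 20 min at 37 °C, and lysed. Phospho-Akt Ser473 was read by HTRF as 665/615 ratio ×10^4.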
# EPAC2 antagonist = qHTS for Antagonist of cAMP-regulated guanine nucleotide exchange factor 2 (EPAC2): primary screen; Potency, µM (titrated, usually from 114 µM), for the others: at the highest dose activity, negative = inhibition, usual class: inhibitors; 360,000 compounds, 0.18% hits; EPAC2 GEF exchange of Rap1B-BODIPY-GDP, fluorescence; further: potency means the concentration at half of the fitted maximal effect; on the % scale 0 is the no-effect control and ±100 the full control effect; nearly all actives have a fitted effect of over 45% in size; many of its hits are not listed in these tables
# An asterisk follows results filed as active; i = inactive; ? = inconclusive; . = no result given; & = joins results of further samples; [ ] = remark or other dose. Unless noted, the call rests on the fitted dose curve; in most records, active means well fitted curve in the direction sought with a large enough effect; inconclusive means small, poorly fitted or top-dose-only effect, or another doubt; inactive means no such curve, though single readings can be large; an effect the other way counts as inactive or inconclusive. The list is partial (hit frequency here may not be typical).
SMILES,DRD3 antagonist,DRD3 agonist,PTHR1 ag,CCT chaperon mod,MmCpn inh,EPAC2 ag,pAkt inh,EPAC2 antagonist
CCc1ccc(NC(=O)C(=O)N/N=C(\C)CC(=O)Nc2ccc(OC)cc2)cc1,-4,-2,i,-3.7,1%,6%,i,16%
NCCC(=O)N1c2ccccc2Sc2ccc(Cl)cc21,-10,-6,8%,-0.8,5%,12%,i,6%
O=C(N/N=C/c1ccc(O)cc1)c1csc2c1CCCC2,9,3,-2%,-1.7,3%,12%,i,-9%
CCOc1cc(C(=O)Nc2ccc(F)cc2)cc(Br)c1OC,-24,-11,-20%,2.0,1%,13%,i,-18%
CCCCSCCCNC(=O)Nc1ccc(C)c(C)c1,6,-6,-37%[inhibitor],0.8,2%,1%,i,-19%
O=C(NCCCN1CCCC1=O)c1cc(S(=O)(=O)N2CCN(c3ccccc3)CC2)ccc1Cl,6,4,i,-1.2,.,1%,i,-3%
CC(C)(C)NC(=O)NC(=O)COC(=O)Cc1ccc(Cl)cc1Cl,3,-1,-3%,3.3,0%,3%,i,-26%
CN1CCN(S(=O)(=O)c2cccc(C(=O)Nc3sccc3C#N)c2)CC1,-10,-3,-4%,-3.9,-7%,5%,i,8%
O=C(NCc1cccnc1)/C(=N\O)c1ccccc1,14,-2,i,-2.2,-2%,-6%,i,6%
O=C(CSc1ccccn1)NC1CCCc2c1cnn2-c1ccccc1F (centres undefined),0,-14,-4%,0.4,.,0%,i,7%
Cc1ccc(-c2nnc(-c3ccncc3)n2-c2ccc(C)cc2)cc1,-28,1,-4%[57.5 µM],0.3,1%,-8%,i,25%
CCN1CCN(S(=O)(=O)c2ccc(Cl)c(C(=O)N(C)Cc3ccc(F)cc3)c2)CC1,0,-1,-7%,-7.5,0%,1%,i,-1%
CCOC(=O)c1c(NC(=O)c2ccc(N3C(=O)[C@@H]4[C@H](C3=O)[C@H]3C=C[C@@H]4C3)cc2)sc2c1CCCC2,0,-4,i,-1.3,-6%,4%,i,3%
CCOc1cc(/C=N/NC(=O)CSc2nncn2C)ccc1OC(=O)c1ccc(Cl)cc1,-3,-3,-16%,-1.9,1%,18%,i,?
Cc1ccc2[nH]c(=O)c(CN(C(=O)c3cccs3)c3ccccc3)cc2c1,2,-7,-20%,1.8,-1%,-5%,i,2%
CSc1ccccc1C(=O)NCCSC(C)(C)C,-8,-7,i,0.2,0%,-3%,i,14%
CC1CCc2c(sc(NC(=O)CCc3nc4ccccc4c(=O)[nH]3)c2C#N)C1 (centres undefined),4,7,i,0.4,-2%,-5%,i,-3%
O=C(CCCCC(=O)NNC(=O)COc1ccccc1)NNC(=O)COc1ccccc1,-1,-1,i,-3.7,2%,19%,i,-3%
Cc1ccccc1-c1cc(C(=O)Nc2sc(C(=O)OC(C)C)c(C)c2C#N)c2ccccc2n1,-68*,9,-92%[inhibitor][57.5 µM],1.2,0%,-2%,i,3%
Nc1ncnc(SCc2c(F)cccc2Cl)n1,-13,-5,i,3.6,-3%,2%,i,9%

# Two of these compounds, set out differently.
smiles	DRD3 antagonist	DRD3 agonist	PTHR1 ag	CCT chaperon mod	MmCpn inh	EPAC2 ag	pAkt inh	EPAC2 antagonist
CCN1CCN(S(=O)(=O)c2ccc(Cl)c(C(=O)N(C)Cc3ccc(F)cc3)c2)CC1	0	-1	-7%	-7.5	0%	1%	i	-1%
CCOC(=O)c1c(NC(=O)c2ccc(N3C(=O)[C@@H]4[C@H](C3=O)[C@H]3C=C[C@@H]4C3)cc2)sc2c1CCCC2	0	-4	i	-1.3	-6%	4%	i	3%

# Next section.
SMILES,DRD3 antagonist,DRD3 agonist,PTHR1 ag,CCT chaperon mod,MmCpn inh,EPAC2 ag,pAkt inh,EPAC2 antagonist
COc1cccc(-n2c(CN3CCN(c4ccccn4)CC3)nc3ccc([N+](=O)[O-])cc3c2=O)c1,1,7,i,-0.1,1%,11%,i,-6%
COc1cccc(C=Nc2ccccc2C#N)c1O,-2,3,i,-1.5,1%,-5%,i,-3%
CN(CC(=O)Nc1ccc(F)cc1)C(=O)c1cccc(NS(=O)(=O)c2ccccc2)c1,0,-1,-5%,-1.5,3%,12%,i,-5%
CCCCS/C(=C(/C#N)C(N)=O)c1cc2c([nH]1)CCCC2,-74*,-7,-3%[57.5 µM],-0.8,1%,2%,i,-5%
O=S1(=O)CC(N2CCN(CC3CC3)CC2)CN1C1CCCCC1 (centres undefined),?,-6,-11%,-0.6,.,1%,i,8%
CC1(C)CC(=O)C(C(=S)Nc2ccccc2)=C(NC2CC(C)(C)NC(C)(C)C2)C1,-30,-19,11%,-1.6,-2%,9%,i,-3%
CCOc1ccc(NC(=O)Nc2ccc(Cc3ccncc3)cc2)cc1,-8,10,-10%,0.9,1%,-6%,i,4%
Cc1nc(Nc2cccc(O)c2)c2c3c(sc2n1)CCC3,-5,-2,i,-1.4,0%,4%,i,2%
CCCCn1c(SCC(=O)NCc2ccc3c(c2)OCO3)nnc1C(CC)N(C)C (centres undefined),12,-6,i,-0.5,-1%,-4%,i,-1%
C/C(=N\NC(=O)c1cc(C)nc2ccccc12)c1ccco1,4,6,i,2.4,-2%,3%,i,7%
COc1ccc2c(=O)c(N3C(=O)c4ccccc4C3=O)c(C)oc2c1,6,9,i,-1.2,1%,-6%,.,5%
O=C(Nc1ccc(F)cc1)C(c1ccnc2ccccc12)N1CCN(CC(=O)N2CCCC2)CC1 (centres undefined),-10,-6,-5%,.,.,12%,i,13%
C=CCn1c(SCC(=O)NCc2ccco2)nc2ccccc2c1=O,-2,2,i,-0.6,5%,13%,i,-7%
COc1ccc(C(=O)OCC(=O)Nc2ccc3[nH]c(=O)[nH]c3c2)cc1,17,2,-17%,9.1,-5%,-3%,i,4%
Cn1c(SCC(=O)N/N=C/c2ccco2)nc2ccccc21,21,-3,-15%,-1.3,1%,6%,i,0%
CCn1c(SCC(=O)N/N=C/c2ccc(OC)c(OC)c2)nc2ccccc21,16,9,-24%,1.0,1%,10%,i,9%
S=C1NCN(C2CCCCC2)CN1CCc1ccccc1,-18,-10,-13%,2.0,1%,9%,i,-16%
Cc1ccc2oc(=O)c3cnn(CC(=O)N4CCc5ccccc5C4)c3c2c1,-4,-7,-54%[inhibitor],-5.3,0%,4%,i,14%
COc1cc2c(cc1OC)C(COc1ccccc1OC)N(C(=O)C(C)(C)C)CC2 (centres undefined),13,-6,i,0.7,2%,-2%,i,4%
COc1ccc(CCC(C)N2CCOCC2)cc1 (centres undefined),-6,-12,17%,1.0,1%,0%,i,5%
O=C(c1cc(COc2ccc(F)c(F)c2)on1)N1CCN(C2CCCCC2)C(=O)C1,9,-2,-20%,-1.8,0%,10%,i,-10%
CCn1cc(SCC(=O)N2CCc3ccccc32)c2ccccc21,10,-3,-44%[inhibitor],0.2,-1%,13%,i,-11%
COCCn1c(-c2cc(OC)c(OC)c(OC)c2)nc2oc3cc(OC)ccc3c(=O)c2c1=O,77,5,-10%,-11,-12%,3%,i,-9%
COc1ccc(C(=O)Nc2ccnn2C2CCN(C(=O)c3cccnc3)CC2)cc1,-5,1,-3%,-0.3,-2%,-5%,i,-8%
Cc1cc(C)nc(SCC(=O)Nc2ccc3c(c2)OCO3)n1,5,-18,-26%,1.7,-2%,-1%,i,5%
O=C(NNC1=NS(=O)(=O)c2ccccc21)c1ccccc1Cl,8,-6,-1%,3.2,2%,7%,i,12%
CN(C(=O)COC(=O)c1cccs1)c1ccccc1,7,3,-22%,2.6,.,1%,i,3%
COc1ccc(-c2csc(NC(=O)Cc3cccc4ccccc34)c2C(=O)O)cc1,4,2,-5%,-0.3,3%,-2%,i,1%
Cc1cc(Br)ccc1OCCCCN1CCCCC1,-51*,-12,i,-0.6,-1%,1%,i,7%
O=C(CN1C(=O)NC(c2ccccc2)(c2ccccc2)C1=O)NCCNCCO,5,-4,i,0.5,0%,3%,i,-4%
COc1cc(CC2C(=O)OCC2C(=O)c2ccc3c(c2)OCO3)cc(OC)c1OC (centres undefined),-1,0,i,-0.4,.,10%,i,0%
COc1ccccc1/C=C1\Oc2cc(OC(=O)N3CCOCC3)ccc2C1=O,68,5,-23%,-0.8,0%,11%,i,-12%
CCCN(CC#CC(O)(c1ccccc1)c1cccnc1)CCC (centres undefined),1,-1,?,-1.9,1%,8%,i,-3%
Cc1ccccc1Cn1nc(C)c(NC(=O)c2cc(CC(C)C)on2)c1C,12,-7&0,-24%&-39%,-0.4,2%,-3%,i,1%
O=C(CCCCCN1C(=O)CCC1=O)Nc1ccc(Br)cc1F,-10,-3,0%,-0.4,-1%,9%,i,-8%

# By substructure, the entries above with fluorine.
SMILES,DRD3 antagonist,DRD3 agonist,PTHR1 ag,CCT chaperon mod,MmCpn inh,EPAC2 ag,pAkt inh,EPAC2 antagonist
CCOc1cc(C(=O)Nc2ccc(F)cc2)cc(Br)c1OC,-24,-11,-20%,2.0,1%,13%,i,-18%
O=C(CSc1ccccn1)NC1CCCc2c1cnn2-c1ccccc1F (centres undefined),0,-14,-4%,0.4,.,0%,i,7%
CCN1CCN(S(=O)(=O)c2ccc(Cl)c(C(=O)N(C)Cc3ccc(F)cc3)c2)CC1,0,-1,-7%,-7.5,0%,1%,i,-1%
Nc1ncnc(SCc2c(F)cccc2Cl)n1,-13,-5,i,3.6,-3%,2%,i,9%
CN(CC(=O)Nc1ccc(F)cc1)C(=O)c1cccc(NS(=O)(=O)c2ccccc2)c1,0,-1,-5%,-1.5,3%,12%,i,-5%
O=C(Nc1ccc(F)cc1)C(c1ccnc2ccccc12)N1CCN(CC(=O)N2CCCC2)CC1 (centres undefined),-10,-6,-5%,.,.,12%,i,13%
O=C(c1cc(COc2ccc(F)c(F)c2)on1)N1CCN(C2CCCCC2)C(=O)C1,9,-2,-20%,-1.8,0%,10%,i,-10%
O=C(CCCCCN1C(=O)CCC1=O)Nc1ccc(Br)cc1F,-10,-3,0%,-0.4,-1%,9%,i,-8%
